Assay outcomes (PubChem)
EZH2 inh: EZH2 (human) methyltransferase inhibition | Q15910 | PRC2 H3K27 methylation, DELFIA TRF, 1 h | inhibition, % at 12.5 µM | actives 0.35% (n = 57,000);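 active = mean inhibition of replicates at least 50% and every single replicate also reaching 50%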;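 note: dimethyl H3K27 on biotinylated H3 21-44 peptide detected by antibody; plate controls were median neutral control wells for no effect and median positive control wells for full effect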
IDH1 mut inh: IDH1 R132H (human) inhibition | O75874 | IDH1 R132H reductase, diaphorase/resazurin fluorescence, 60 min | inhibition, % at 10 µM | actives 0.18% (n = 70,000) | AID 624101; in the data active = inhibition above about 34%;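 note: 0% = DMSO and 100% = no enzyme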
Target sequence (O75874 whole entry R132H): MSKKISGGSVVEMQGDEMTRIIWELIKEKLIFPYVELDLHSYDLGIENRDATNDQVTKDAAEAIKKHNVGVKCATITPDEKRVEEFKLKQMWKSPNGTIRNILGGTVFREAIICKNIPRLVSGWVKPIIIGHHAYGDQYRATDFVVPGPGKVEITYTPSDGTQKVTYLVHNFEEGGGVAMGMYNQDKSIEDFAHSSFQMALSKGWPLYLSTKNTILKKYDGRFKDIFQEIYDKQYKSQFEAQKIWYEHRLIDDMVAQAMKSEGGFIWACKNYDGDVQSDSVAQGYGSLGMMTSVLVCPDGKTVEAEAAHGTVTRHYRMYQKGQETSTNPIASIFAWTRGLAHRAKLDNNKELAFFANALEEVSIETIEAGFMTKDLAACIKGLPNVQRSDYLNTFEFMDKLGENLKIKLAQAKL
Numbers without * were called inactive; / = not tested or not shown. A portion of the library; the hit share may differ from the screen's.

molecule | EZH2 inh | IDH1 mut inh
C[C@H](CO)N1C[C@H](C)[C@@H](CN(C)Cc2ccncc2)Oc2ncc(C#CCN(C)C)cc2C1=O | -6 | 0.2
C[C@H]1CN([C@@H](C)CO)C(=O)Cc2cc(NC(=O)Nc3ccc4c(c3)OCO4)ccc2O[C@H]1CN(C)CC1CCCCC1 | 4 | 2.9
C[C@@H]1CN([C@@H](C)CO)C(=O)c2cc(C3=CCCCC3)cnc2O[C@@H]1CN(C)C(=O)c1cccnc1 | 5 | -1.8
C[C@@H]1CN([C@@H](C)CO)C(=O)Cc2cc(NS(C)(=O)=O)ccc2O[C@@H]1CN(C)S(=O)(=O)c1cccs1 | / | -1.4
CCC(=O)N(C)C[C@H]1Oc2ncc(-c3ccc(C#N)cc3)cc2C(=O)N([C@H](C)CO)C[C@H]1C | / | -0.3
COc1cccc(NC(=O)/C=C/c2ccc(Cl)cc2)c1 | 29 | -2.5
CC(C)CC#Cc1cnc2c(c1)C(=O)N([C@H](C)CO)C[C@@H](C)[C@@H](CN(C)C(=O)Cc1cccnc1)O2 | / | 0.0
COc1ccc(-c2ccc3c(c2)O[C@H](CN(C)C(=O)Nc2ccccc2F)[C@@H](C)CN([C@@H](C)CO)S3(=O)=O)cc1 | -10 | 5.6
C[C@H]1CN([C@@H](C)CO)C(=O)c2c(c3ccccc3n2C)-c2ccccc2CO[C@@H]1CN(C)S(=O)(=O)c1cn(C)cn1 | 2 | /
C[C@@H]1CN([C@@H](C)CO)C(=O)c2cc(NC(=O)Nc3cccc4ccccc34)ccc2O[C@@H]1CN(C)S(=O)(=O)c1ccccc1 | -10 | -5.0
O=C(C[C@@H]1C[C@H]2c3cc(NC(=O)NC4CCCC4)ccc3O[C@H]2[C@@H](CO)O1)NCc1ccc(-c2ccccc2)cc1 | 2 | 0.0
CNC[C@@H]1Oc2ncc(C#CCN(C)C)cc2C(=O)N([C@H](C)CO)C[C@@H]1C | 1 | 1.7
C[C@@H]1CN([C@H](C)CO)C(=O)c2cc(-c3cncnc3)cnc2O[C@@H]1CN(C)Cc1ccc(F)cc1 | / | -0.2
Cc1ccc(S(=O)(=O)Nc2cccc3c2O[C@@H](CN(C)Cc2ccc(Cl)c(Cl)c2)[C@@H](C)CN([C@@H](C)CO)C3=O)cc1 | / | 1.7
COc1ccc(NC(=O)N(C)C[C@H]2Oc3ccc(NS(=O)(=O)c4cccs4)cc3C(=O)N([C@@H](C)CO)C[C@@H]2C)cc1 | / | -2.5
C[C@@H]1CCCCO[C@H](CN(C)S(=O)(=O)c2ccccc2)[C@@H](C)CN([C@@H](C)CO)C(=O)c2cc(NS(=O)(=O)c3cn(C)cn3)ccc2O1 | / | -1.6
CCC(=O)N(C)C[C@@H]1Oc2cc(-c3ccccc3OC)ccc2S(=O)(=O)N([C@@H](C)CO)C[C@H]1C | 3 | -1.6
COCC(=O)Nc1ccc2c(c1)C(=O)N(C)C[C@H](OC)[C@H](C)CN(Cc1ccccc1F)[C@@H](C)CO2 | 3 | -0.3
C[C@@H]1CN([C@@H](C)CO)C(=O)CCCn2cc(nn2)CO[C@H]1CN(C)CC1CC1 | / | 0.3
Cc1ccccc1-c1nc(SCC(=O)Nc2ccccc2)n[nH]1 | -7 | 0.3
C[C@H]1CN([C@@H](C)CO)C(=O)CCCn2nncc2CO[C@@H]1CN(C)C(=O)c1cc(-c2ccccc2)on1 | / | -1.6
COc1ccc(NC(=O)Nc2cccc3c2O[C@@H](CN(C)C(=O)Nc2ccccc2)[C@H](C)CN([C@H](C)CO)C3=O)cc1 | / | -0.3
CC(C)NC(=O)Nc1cccc2c1O[C@@H](CN(C)C)[C@@H](C)CN([C@H](C)CO)C2=O | -4 | -0.5
Cc1ccc(S(=O)(=O)N[C@H]2CC[C@@H](CCNC(=O)C3CCC3)O[C@@H]2CO)cc1 | -2 | 0.5
COc1ccc(C)cc1S(=O)(=O)N1CCCC(C(=O)Nc2ccccc2)C1 (stereo not given) | 11 | -0.4
C[C@H]1CCCCO[C@@H](CN(C)C(=O)Cc2ccccc2)[C@@H](C)CN([C@@H](C)CO)C(=O)c2cc(N(C)C)ccc2O1 | 14 | -0.2
C[C@H]1CN([C@@H](C)CO)C(=O)c2cc(NS(=O)(=O)c3ccccc3)ccc2O[C@@H]1CN(C)S(=O)(=O)c1ccccc1 | / | 11
COc1ccc(NC(=O)CNC(=O)c2ccccc2C)cc1 | 0 | 0.4
COC(=O)CCC(=O)Nc1cccc([N+](=O)[O-])c1 | 9 | 0.2
C[C@@H]1CN([C@@H](C)CO)S(=O)(=O)c2ccc(C#CC3CC3)cc2O[C@@H]1CN(C)Cc1ccccc1 | 15 | -1.0

Next structures follow.
molecule | EZH2 inh | IDH1 mut inh
C[C@@H]1CCCCO[C@H](CN(C)C(=O)CCCN(C)C)[C@H](C)CN([C@@H](C)CO)C(=O)c2cc(NC(=O)Cc3ccccc3)ccc2O1 | / | 2.5
C[C@H](CO)N1C[C@H](C)[C@H](CN(C)C(=O)c2ccncc2)OCCCC[C@H](C)Oc2ccc(NC(=O)c3ccncc3)cc2C1=O | / | -0.2
O=C(C[C@H]1C=C[C@@H](NC(=O)CN2CCOCC2)[C@@H](CO)O1)NC1CCCCC1 | 1 | 0.1
CCCC#Cc1cnc2c(c1)C(=O)N([C@H](C)CO)C[C@H](C)[C@H](CN(C)Cc1ccc(F)cc1)O2 | -4 | -0.5
COc1ccc(S(=O)(=O)Nc2ccc3c(c2)CC(=O)N([C@H](C)CO)C[C@@H](C)[C@H](CN(C)C)O3)cc1 | 11 | 1.3
O=C(C[C@@H]1C=C[C@@H](NS(=O)(=O)c2ccccc2)[C@@H](CO)O1)NCCN1CCCCC1 | -1 | 0.2
C[C@H]1CN([C@@H](C)CO)C(=O)c2cc(NS(=O)(=O)c3ccc(F)cc3)ccc2O[C@@H]1CN(C)C(=O)Nc1ccccc1 | / | 1.7
C[C@H](CO)N1C[C@H](C)[C@H](CN(C)Cc2ccncc2)Oc2cc(-c3cccnc3)ccc2S1(=O)=O | -3 | 26
Cn1c(SCC(=O)Nc2cccc(C(F)(F)F)c2)nnc1-c1cc2cc(Cl)ccc2o1 | 8 | -0.1
CO[C@@H]1CN(C)C(=O)c2cc(NS(=O)(=O)c3cn(C)cn3)ccc2OC[C@H](C)N(CCC(F)(F)F)C[C@@H]1C | 6 | 0.3
O=C(C[C@H]1C[C@H]2c3cc(NC(=O)C4CCOCC4)ccc3O[C@H]2[C@@H](CO)O1)NC1CCCC1 | -2 | 0.1
O=C(C[C@@H]1C=C[C@H](NC(=O)Cc2cccnc2)[C@H](CO)O1)Nc1ccccc1 | -11 | 0.0
C[C@@H]1CN([C@H](C)CO)C(=O)c2cc(C#CC3CC3)cnc2O[C@@H]1CN(C)C(=O)c1ccc(F)cc1 | 2 | -1.6
COc1ccc(OC)c(C(=O)CSc2nnc(-c3cccs3)n2C)c1 | 11 | 0.0
CC(C)NCC(O)COc1ccccc1-n1cccc1 (stereo not given) | / | -0.6
CN(C)C1=NC(C(F)(F)F)(C(F)(F)F)N=C(c2ccccc2)O1 | 0 | -0.1
[N-]=[N+]=Nc1ccccc1C[C@@]1(C(=O)NCC(O)CO)N=C(c2ccc(OCCCO)cc2)O[C@@H]1c1ccccc1 (stereo not given in full) | -1 | /
CCn1c(SCC(=O)Nc2c(C)cc(C)cc2C)nnc1-c1ccccc1C | 2 | -0.1
C[C@@H]1CCCCO[C@H](CN(C)C(=O)Nc2cccc3ccccc23)[C@H](C)CN([C@H](C)CO)C(=O)c2cc(NC(=O)Cc3ccccc3)ccc2O1 | / | 0.9
COc1ccc([Si](C)(C)[C@@H]2[C@@H](CCO)O[C@]3(C(=O)N(Cc4ccc(N5CCCCC5=O)cc4)c4ccccc43)[C@H]2C)cc1 | 7 | -0.1
CCCN1C[C@@H](C)[C@H](OC)CN(C)C(=O)c2cc(NC(=O)c3cccc(F)c3)ccc2OC[C@@H]1C | -6 | 0.0
O=C(C[C@@H]1C[C@H]2c3cc(NC(=O)Nc4ccc(C(F)(F)F)cc4)ccc3O[C@H]2[C@H](CO)O1)NCc1ccc(Cl)cc1 | -6 | 0.4
CO[C@H]1CN(C)C(=O)c2cc(NC(=O)C3CCCC3)ccc2OC[C@H](C)N(C)C[C@@H]1C | -6 | 0.3
C[C@@H]1CN([C@H](C)CO)S(=O)(=O)c2ccc(C3=CCCCC3)cc2O[C@H]1CN(C)C | 15 | -1.8
C[C@@H]1CN([C@@H](C)CO)C(=O)c2cc(NS(C)(=O)=O)ccc2O[C@@H](C)CCCCO[C@@H]1CN(C)S(=O)(=O)c1ccccc1 | / | -0.8
CC(C)C#Cc1ccc2c(c1)O[C@H](CN(C)C(=O)C1CCCCC1)[C@@H](C)CN([C@@H](C)CO)S2(=O)=O | -26 | /
C[C@H](CO)N1C[C@H](C)[C@H](CN(C)Cc2ccc(C(=O)O)cc2)OCCCC[C@H](C)Oc2ccc(NS(=O)(=O)c3ccc(F)cc3)cc2C1=O | / | 1.0
CNc1nc(SC(C)C(=O)Nc2ccc(Cl)c(Cl)c2)nc(N2CCOCC2)n1 (stereo not given) | 5 | -0.1
O=C(C[C@H]1C=C[C@H](NS(=O)(=O)c2ccc(F)cc2)[C@@H](CO)O1)NC1CCCCC1 | 3 | -0.6
O=C(C[C@@H]1C=C[C@@H](NC(=O)Nc2cccc(F)c2)[C@@H](CO)O1)NCC1CC1 | -5 | 0.6

Complete entries from above.
`[N-]=[N+]=Nc1ccccc1C[C@@]1(C(=O)NCC(O)CO)N=C(c2ccc(OCCCO)cc2)O[C@@H]1c1ccccc1` (stereo not given in full) across the screens: EZH2 inh: -1; IDH1 mut inh: /
`C[C@@H]1CN([C@@H](C)CO)C(=O)c2cc(NS(C)(=O)=O)ccc2O[C@@H](C)CCCCO[C@@H]1CN(C)S(=O)(=O)c1ccccc1` across the screens: EZH2 inh: /; IDH1 mut inh: -0.8

Back to the main list, starting 7 compounds before the break.
molecule | EZH2 inh | IDH1 mut inh
C[C@@H]1CN([C@H](C)CO)S(=O)(=O)c2ccc(C3=CCCCC3)cc2O[C@H]1CN(C)C | 15 | -1.8
C[C@@H]1CN([C@@H](C)CO)C(=O)c2cc(NS(C)(=O)=O)ccc2O[C@@H](C)CCCCO[C@@H]1CN(C)S(=O)(=O)c1ccccc1 | / | -0.8
CC(C)C#Cc1ccc2c(c1)O[C@H](CN(C)C(=O)C1CCCCC1)[C@@H](C)CN([C@@H](C)CO)S2(=O)=O | -26 | /
C[C@H](CO)N1C[C@H](C)[C@H](CN(C)Cc2ccc(C(=O)O)cc2)OCCCC[C@H](C)Oc2ccc(NS(=O)(=O)c3ccc(F)cc3)cc2C1=O | / | 1.0
CNc1nc(SC(C)C(=O)Nc2ccc(Cl)c(Cl)c2)nc(N2CCOCC2)n1 (stereo not given) | 5 | -0.1
O=C(C[C@H]1C=C[C@H](NS(=O)(=O)c2ccc(F)cc2)[C@@H](CO)O1)NC1CCCCC1 | 3 | -0.6
O=C(C[C@@H]1C=C[C@@H](NC(=O)Nc2cccc(F)c2)[C@@H](CO)O1)NCC1CC1 | -5 | 0.6
CNC[C@@H]1Oc2c(NC(=O)c3ccncc3)cccc2C(=O)N([C@@H](C)CO)C[C@H]1C | -2 | 0.7
CCOc1ccc(NC(=O)C(C)Sc2ncnc3sc(-c4ccccc4)cc23)cc1 (stereo not given) | / | 0.2
C[C@H](CO)N1C[C@H](C)[C@@H](CN(C)S(=O)(=O)c2ccc(F)cc2)OCCCC[C@H](C)Oc2ccc(NC(=O)Nc3ccc(C(F)(F)F)cc3)cc2C1=O | / | 1.3
Cc1ccc(S(=O)(=O)N[C@H]2C=C[C@H](CC(=O)N3CCC(Cc4ccccc4)CC3)O[C@H]2CO)cc1 | -4 | -0.2
C[C@@H]1CN([C@H](C)CO)C(=O)c2cc(NC(=O)Nc3cccc4ccccc34)ccc2O[C@@H]1CN(C)Cc1ccc(C(=O)O)cc1 | -6 | 0.0
C[C@H]1CN([C@@H](C)CO)C(=O)Cc2cc(NS(C)(=O)=O)ccc2O[C@H]1CN(C)Cc1ccccc1 | 12 | 0.6
CCC(=O)N(C)C[C@@H]1Oc2cc(-c3cccc(C#N)c3)ccc2S(=O)(=O)N([C@H](C)CO)C[C@H]1C | -4 | -0.1
CCCNC(=O)Nc1ccc2c(c1)OC[C@@H](C)N(CCC)C[C@@H](C)[C@@H](OC)CN(C)C2=O | 3 | -0.1
C[C@@H]1CCCCO[C@@H](CN(C)CC2CC2)[C@H](C)CN([C@H](C)CO)C(=O)c2cc(NC(=O)CCC(F)(F)F)ccc2O1 | / | 2.9
COc1cccc(C(=O)Nc2ccc3c(c2)OC[C@H](C)NC[C@@H](C)[C@@H](OC)CN(C)C3=O)c1 | 7 | -0.3
COc1ccccc1C(CCNCc1ccccc1)c1ccco1 (stereo not given) | -14 | -0.3
C=C(C(=O)O)[C@@H]1CC[C@@]2(C)CCC=C(C)[C@@H]2C1 | / | 0.3
O=C(Nc1cnn(Cc2ccc(Cl)cc2Cl)c1)C1CC(c2cccc(Br)c2)=NO1 (stereo not given) | 2 | 0.2
C[C@H](CO)N1C[C@H](C)[C@@H](CN(C)Cc2ccc(Cl)c(Cl)c2)Oc2ccc(NC(=O)Nc3ccc4c(c3)OCO4)cc2C1=O | / | 0.5
CCCNC(=O)N(C)C[C@H]1Oc2cc(C#C[C@H](C)O)ccc2S(=O)(=O)N([C@@H](C)CO)C[C@@H]1C | -13 | /
CC(C)(C)c1ccc(Oc2c(C(F)(F)F)oc3cc(OCC(=O)O)ccc3c2=O)cc1 | 19 | -0.1
COc1ccc(NC(=O)Nc2ccc3c(c2)CC(=O)N([C@@H](C)CO)C[C@H](C)[C@H](CN(C)CC2CC2)O3)cc1 | / | -0.3
Cc1cccc(C)c1OCC(=O)Nc1ccccc1C(=O)Nc1ccc(C(=O)O)cc1 | 16 | -0.4
CNC[C@@H]1OCCCC[C@H](C)Oc2ccc(NS(=O)(=O)c3ccc(Cl)cc3)cc2C(=O)N([C@@H](C)CO)C[C@@H]1C | 0 | -4.8
COCC#Cc1cnc2c(c1)C(=O)N([C@H](C)CO)C[C@@H](C)[C@H](CN(C)C(=O)c1cccc(F)c1)O2 | 0 | -2.2
